Screens deposited in PubChem BioAssay by several laboratories.
RGS4 act: RGS4 potentiators or activators, primary screen, cell-based, HEK293 M3R inducible RGS4, calcium flux | carbachol calcium flux Fluo4; active compounds read low | B-score at 10 µM | actives 0.92% (n = 310,000) | AID 463111, 2010;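 active = B-score of the integrated calcium signal more than 4 SD below the library mean, with starting fluorescence not abnormally high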;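 note: negative B-score means reduced calcium response which marks RGS4 activation or potentiation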
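test system = M3R-expressing HEK293 line, RGS4 induced by doxycycline | probe or stimulus = carbachol at ECmax as muscarinic agonist stimulus | timing = dye loading 30 min 37 °C, buffer rest 30 min RT | signal = calcium dye Fluo4 fluorescence | evaluation = B score from integrated fluorescence ratio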
HDAC3 inh: HDAC3 deacetylase inhibitors, primary screen, biochemical, fluorescence, cell-free homogeneous; inhibition, % at 8.3 µM; actives 0.15% (n = 320,000); Histone deacetylase 3 (Homo sapiens), O15379; AID 2718, 2010; recombinant HDAC3, fluorogenic peptide/trypsin coupled; in the data active = inhibition above about 26%, passing the limit was not always enough
KCNQ1 inh: inhibitors of human KCNQ1 channel, primary screen, cell-based, thallium flux, high-throughput; actives 1.3% (n = 310,000); B-score at 10 µM; Potassium voltage-gated channel subfamily KQT member 1 (Homo sapiens), P51787; CHO-K1 KCNQ1, FluxOR thallium flux fluorescence; active compounds read high;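 active = compounds whose thallium flux B-score, printed positive for inhibition, exceeds three library SD while starting fluorescence stays within three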;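 note: channel opened by potassium depolarization with thallium stimulus after 20 min compound exposure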
KCNQ1 act: potentiators or activators of KCNQ1 channel, primary screen, cell-based, thallium flux, high-throughput; CHO-K1 KCNQ1, thallium flux FluxOR fluorescence; active compounds read high; B-score at 10 µM; actives 0.35% (n = 310,000); AID 2648, 2010;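 active = fluorescence ratio B-score, a plate-corrected score, at least three library SD, with initial intensity B-score within 5 SD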
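System: CHO-K1 cells stably expressing KCNQ1 / Medium: assay buffer for compound exposure, DMSO matched across wells / Reagent: thallium- and potassium-containing depolarizing buffer / Compound: one concentration, matched DMSO / Incubation: 20 min compound pretreatment at room temperature / Measured by: kinetic FluxOR fluorescence, 10 s baseline plus 110 s post-stimulus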
KCNK9 inh: KCNK9 potassium channel inhibitors, primary screen, HEK293 cells, thallium flux | Potassium channel subfamily K member 9 (Homo sapiens), Q9NPC2 | actives 1.2% (n = 310,000) | AID 488922, 2010 | FluxOR thallium flux fluorescence; active compounds read low | B-score at 10 µM;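 active = ratio B-score over 3 SD below the library mean, with starting fluorescence within 5 SD of its mean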;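 note: negative B-score means less thallium flux so channel inhibition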
PolyA inh: polyadenylation inhibitors in yeast reporter cells, primary screen, luminescence, S. cerevisiae; S. cerevisiae SKY197-pL101 polyadenylation reporter, beta-gal luminescence; efflux-impaired pdr1/pdr3 knockout yeast; score 100 = 6 SD above DMSO; calls only at 12 µM; actives 0.02% (n = 300,000);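 active = lowest replicate activity score at least 50, where 100 means six control SD above control mean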;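 note: yeast exposed to compound for 9 h at 30 °C; higher score means more reporter readthrough which indicates perturbed polyadenylation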
GSK3B inh: human GSK3beta kinase inhibitors, primary screen, biochemical, cell-free homogeneous, HTS. Glycogen synthase kinase-3 beta (Homo sapiens), P49841. GST-GSK3beta kinase, ADP-Glo luminescence, 60 min; active compounds read low. activity score (negative = inhibition), % at 10 µM. actives 0.038% (n = 300,000). AID 2097, 2009;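 active = more than half of replicate wells score below -50%, meaning over 50% inhibition versus plate controls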;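 note: 0% = median DMSO wells and -100% = median GW8510 positive control wells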
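Assay system: GST-fused GSK3beta enzyme, cell-free / Medium: Tris pH 7.5 buffer with MgCl2, DTT, BSA, heparin / Also added: peptide substrate plus 25 µM ATP (final) / Compound: 10 µM single point / Timing: kinase reaction with compound 60 min at room temperature / Detection: ADP-Glo luminescence / Benchmarks: DMSO neutral wells and GW8510 at 20 µM as positive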
GSK3A inh: blockers of GSK3A enzyme activity – biochemical, luminescence, cell-free homogeneous, HTS, primary screen; actives 0.1% (n = 320,000); inhibition, % at 10 µM; Glycogen synthase kinase-3 alpha (Homo sapiens), P49840; GSK-3 alpha kinase, ADP-Glo luminescence, 60 min;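 in the data active = inhibition above about 50%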;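 note: GST-tagged GSK-3 alpha with peptide substrate and 25 µM ATP; 0% = DMSO neutral wells and 100% = GW8510 positive control wells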
hERG rescue: hERG rescue from dofetilide block, primary screen, cell-based, CHO-hERG, FluxOR thallium flux, dofetilide IC70; Voltage-gated inwardly rectifying potassium channel KCNH2 (Homo sapiens), Q12809; dofetilide IC70 present; activation (rescue from dofetilide block), less the hit threshold, % at 10 µM; actives 0.51% (n = 310,000); AID 1511, 2009;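 active = activation above the mean of controls blocked by dofetilide plus 5 SD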;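 note: thallium influx through hERG after potassium depolarization seen as dye fluorescence rise; in these data hits start at about 4.7%; inactives centre near -7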
Target sequence (Q12809 whole entry, looked up): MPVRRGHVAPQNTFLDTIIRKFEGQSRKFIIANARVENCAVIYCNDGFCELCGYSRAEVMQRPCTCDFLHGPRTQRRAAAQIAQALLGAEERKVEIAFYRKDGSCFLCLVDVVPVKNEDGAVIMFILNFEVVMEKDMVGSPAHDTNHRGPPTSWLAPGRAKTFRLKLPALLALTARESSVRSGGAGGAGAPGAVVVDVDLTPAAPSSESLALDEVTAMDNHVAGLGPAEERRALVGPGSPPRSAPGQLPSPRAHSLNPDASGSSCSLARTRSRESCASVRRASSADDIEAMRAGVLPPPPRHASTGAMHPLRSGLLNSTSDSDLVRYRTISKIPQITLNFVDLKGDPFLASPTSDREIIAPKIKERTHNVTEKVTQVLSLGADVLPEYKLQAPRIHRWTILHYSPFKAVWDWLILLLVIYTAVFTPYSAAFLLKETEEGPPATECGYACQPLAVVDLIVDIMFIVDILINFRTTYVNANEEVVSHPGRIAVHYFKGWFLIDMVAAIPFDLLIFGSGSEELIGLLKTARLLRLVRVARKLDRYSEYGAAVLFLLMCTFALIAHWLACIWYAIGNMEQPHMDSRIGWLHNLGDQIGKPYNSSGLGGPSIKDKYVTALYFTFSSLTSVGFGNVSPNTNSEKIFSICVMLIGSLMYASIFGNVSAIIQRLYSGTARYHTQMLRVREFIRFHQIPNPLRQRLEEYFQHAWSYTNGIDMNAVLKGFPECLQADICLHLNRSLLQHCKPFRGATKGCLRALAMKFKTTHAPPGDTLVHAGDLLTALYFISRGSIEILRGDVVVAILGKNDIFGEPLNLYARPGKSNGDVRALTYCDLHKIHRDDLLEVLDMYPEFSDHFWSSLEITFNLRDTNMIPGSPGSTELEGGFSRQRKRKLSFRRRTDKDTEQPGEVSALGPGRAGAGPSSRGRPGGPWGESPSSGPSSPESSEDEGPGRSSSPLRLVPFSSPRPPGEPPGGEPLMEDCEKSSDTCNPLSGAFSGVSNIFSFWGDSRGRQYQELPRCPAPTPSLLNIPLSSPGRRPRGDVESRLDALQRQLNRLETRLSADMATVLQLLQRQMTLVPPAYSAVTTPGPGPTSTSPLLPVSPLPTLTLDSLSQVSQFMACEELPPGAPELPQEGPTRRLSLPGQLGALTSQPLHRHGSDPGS
KCNK3 inh: human KCNK3 channel inhibitors, primary screen, CHO cells, FluxOR thallium flux, B-score. FluxOR fluorescence; active compounds read low. actives 0.84% (n = 340,000). AID 602410, 2012. B-score at 10 µM;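 active = B-score under library mean minus 4 SD, starting fluorescence ratio at most library mean plus 5 SD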;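 note: more negative B-score means stronger inhibition of thallium flux through KCNK3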
Dyrk1A ADPGlo: rat Dyrk1A kinase inhibitors, primary screen, biochemical, single point, plate reader | ADP-Glo luminescence, NFATc1 peptide | inhibition, % at 12.5 µM | actives 0.43% (n = 310,000); in the data active = inhibition above about 50%;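 note: plate controls were vehicle with enzyme for no effect and no enzyme for full effect; many of its hits are not listed in these tables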
Starred values were filed as active, the others as inactive; i = inactive; · = not tested or not shown. Some of the compounds tested. The share of hits here may be higher or lower than overall.

SMILES	RGS4 act	HDAC3 inh	KCNQ1 inh	KCNQ1 act	KCNK9 inh	PolyA inh	GSK3B inh	GSK3A inh	hERG rescue	KCNK3 inh	Dyrk1A ADPGlo
CSc1ccc(-c2nc3cnccn3c2Nc2ccc3c(c2)OCO3)cc1	i	1	i	i	i	i	-4	0	-10	i	1
CC(=O)N(C)c1cccc([N+](=O)[O-])c1	i	-1	i	i	i	i	0	·	-9	i	1
Cc1[nH][nH]c(=O)c1C(c1cc2c(cc1Br)OCO2)c1c(C)[nH][nH]c1=O	i	2	i	i	i	i	1	0	-6	i	0
COC(=O)c1ccc(NC(=O)c2cccnc2)cc1	i	5	i	i	i	i	-2	0	-5	i	7
COc1ccc(CC(=O)N/N=C(\C)c2ccc(Br)s2)cc1	i	0	i	i	i	i	2	-1	-3	i	9
CCN1CC=C2C(C#N)=C(N)C(C#N)(C#N)[C@H](c3cccc(OC)c3OC)[C@H]2C1	i	-1	i	i	i	·	-5	2	-16	i	5
COc1ccc(CC(=O)OCC(=O)Nc2ccc3c(c2)OCO3)cc1	i	1	i	i	i	i	-1	-2	-15	i	·
CN(C)c1oc(COc2ccc(F)cc2)nc1C#N	i	-1	i	i	i	i	-3	-1	-8	i	-6
O=C(CC1C(=O)NCCN1Cc1ccccc1)NCCCOc1cccnc1 (stereo unspecified)	i	10	i	i	i	i	9	7	-5	i	2
COc1ccc(C(=O)NCCSCc2ccccc2Cl)cc1OC	i	8	i	i	i	i	1	0	-10	i	4
CC(=O)Nc1ccc(NC(=O)C(C)OC(=O)c2ccccc2NS(=O)(=O)c2cccs2)cc1 (stereo unspecified)	i	-2	i	i	i	i	4	-2	-11	i	-6
COCC(=O)N(C)C1(c2nnnn2CCOC(=O)Nc2ccc(Cl)cc2)CCCCC1	i	8	i	i	i	i	0	0	-5	i	-2
Oc1ccc(/C=N/n2c(COc3ccccc3)n[nH]c2=S)c(O)c1	i	5	i	i	-8.3*	i	-1	9	-15	i	67*
COc1ccccc1CCNC(=O)CCSc1nc(-c2ccco2)cc(C(F)(F)F)n1	i	-4	i	i	i	i	-8	-1	-8	i	0
CCOC(=O)c1c(/N=C/c2ccc(O)cc2O)sc2c1CCC2	i	9	i	i	i	i	1	-2	-9	·	·
CCOCCCNC(=O)c1ccc2c(c1)N(Cc1ccccc1)C(=O)CS2=O (stereo unspecified)	i	-2	i	i	i	i	-1	-4	-6	i	1
Cc1ccc(OCC(=O)Nc2ccccc2N2CCOCC2)c(C)c1	i	1	i	i	i	i	-1	-3	-4	i	12
O=C(NCc1ccccc1Cl)C1CCN(c2cnccn2)CC1	i	1	i	i	i	i	8	0	-2	i	1
CCOC(=O)N1CCN(c2cc(=O)n(-c3ccc(Br)cc3)c(=O)[nH]2)CC1	i	-4	i	i	i	i	-3	-2	-7	i	2
O=C(NCc1ccc(/C=N\NC(=O)C(=O)Nc2ccccc2Br)o1)C(=O)Nc1ccccc1	i	5	i	i	i	i	-2	1	-7	i	·
Cc1ccccc1N(C(=O)c1csnn1)C(C(=O)NC(C)(C)C)c1cccs1 (stereo unspecified)	i	-4	i	i	i	i	0	-5	-6	i	1
COc1ccc(-c2nc(SC)n(S(=O)(=O)c3ccccc3)n2)cc1	i	0	i	i	i	i	-1	0	-4	i	-5
O=C(N/N=C/c1ccc(O)cc1)c1nc(-c2ccccc2)n(-c2ccccc2)n1	i	-1	i	i	i	i	-3	-5	-13	i	-6
CCCN(CCC)C(=O)Cn1c2ccccc2c2nc(=O)cc(C)n21	i	-5	i	i	i	i	2	-1	-14	i	1
CC(=O)ONC(=Nc1ccccc1)c1nonc1N	i	11	i	i	i	i	2	-2	-9	i	·
(cont.)
SMILES	RGS4 act	HDAC3 inh	KCNQ1 inh	KCNQ1 act	KCNK9 inh	PolyA inh	GSK3B inh	GSK3A inh	hERG rescue	KCNK3 inh	Dyrk1A ADPGlo
O=C1CC(c2cccs2)c2cc3c(cc2N1)OCCO3 (stereo unspecified)	i	-4	i	i	i	i	-8	-3	-7	i	-5
COc1ccc(CC(=O)Nc2cc(S(=O)(=O)N3CCCCC3)ccc2C)cc1OC	i	-7	i	i	i	i	0	-2	-27	i	-3
CC(=O)N1CCN(CC(=O)Nc2ccc(C)c(S(=O)(=O)N(C)C)c2)CC1	i	·	i	i	i	i	8	·	0	i	-5
CCN(CC)C(=O)c1cccc2nc3ccccc3nc12	i	5	i	i	i	i	0	2	-13	i	-2
Cc1c(=O)n(OCc2cccc(F)c2)c2ccccc2[n+]1[O-]	i	12	i	i	i	i	-1	0	-14	i	-4
CC(C)CCn1c(SCC(=O)c2ccccc2)nc2c1c(=O)[nH]c(=O)n2C	i	-5	i	i	i	i	1	-1	-5	i	1
COc1ccc(Oc2cc(C)c3cccc(C)c3n2)cc1	i	-3	i	i	i	i	2	-1	-10	i	2
Cc1ccc(NC(=O)NC2(C(=O)NCc3ccccc3)CCCCC2)cc1	i	0	i	i	i	i	3	-1	-9	i	-1
CCOc1ccc(C(=O)Nc2ccc3c(c2)OCCO3)cc1[N+](=O)[O-]	i	-6	i	i	i	i	0	-2	1	i	0
COc1cc(OC)nc(NC(=O)NS(=O)(=O)c2ccccc2Cl)n1	i	-3	i	i	i	i	-1	-1	-11	i	-4
NNC(=S)NCc1ccc2c(c1)OCO2	i	-7	i	i	i	i	3	2	-10	i	10
Cc1ccc(C(CNC(=O)Nc2ccc(Cl)cc2)N2CCN(C)CC2)cc1 (stereo unspecified)	i	8	i	i	i	i	2	2	-15	i	4
Cc1ccc(S(=O)(=O)N(C)C)cc1NC(=O)COC(=O)C1CC1	i	3	i	i	i	i	0	0	-12	i	-1
CCOC(=O)CNC(=O)CNC(=O)c1nn(-c2ccc(OC)c(OC)c2)c(=O)c2ccccc12	i	-1	i	i	i	i	0	0	-6	i	2
COCC(C)n1c(C)cc(C(=O)CSc2nc(C)c(C)c(C)n2)c1C (stereo unspecified)	i	4	i	i	i	i	-1	·	-14	i	·
CC(=O)c1ccc(OCc2cc(C(=O)N3CCN4CCCC4C3)no2)cc1 (stereo unspecified)	i	1	i	i	i	i	1	0	-4	i	-4
CCCCn1c(=O)[nH]c(=O)c2c1nc(CN1C(=O)c3ccccc3S1(=O)=O)n2CCC	i	5	i	i	i	i	-2	5	-4	i	-1
CCNc1nc(Oc2ccc(C(=O)OC)cc2)nc(N2CCOCC2)n1	i	-1	i	i	i	i	-3	-1	-3	i	-7
CNC(=O)c1nnsc1S(=O)c1ccc(Cl)cc1 (stereo unspecified)	i	·	i	13*	i	i	2	·	-21	i	-3
COc1ccc(NC(=O)c2ccc(Cl)c(NC(=O)c3ccncc3)c2)cc1	i	-9	i	i	i	i	1	-1	0	·	·
O=C(Nc1ccc2c(c1)CCC2)c1cnc(Cl)c(Cl)c1	i	1	i	i	i	·	0	-1	-9	i	-3
Cn1c(SCC(=O)N2CCCC2)nc2ccccc21	i	-2	i	i	i	i	2	7	-5	i	·
COc1ccc(C(OC(=O)c2ccco2)C(=O)NC2CCCCC2)cc1 (stereo unspecified)	i	2	i	i	i	i	0	-7	-8	i	-4
CC1CCN(C(=O)CCCN2C(=O)c3cccnc3Oc3ccc(Cl)cc32)CC1	i	3	i	i	i	i	0	0	-10	i	0
N=c1ccn(Cc2ccc(F)cc2)cc1	i	-10	i	i	i	i	0	4	-12	i	·
